HTR5A inv ag: counter-screen for OPRM1-OPRD1 inverse agonists: human HTR5A inverse agonism; HTR5A cell line, luminescence; inhibition, % at 9.3 µM; 340,000 compounds, 0.083% hits; in the data active means inhibition mostly above about 23%, no sharp cut-off; inactive means mostly below about 18%;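 further: 0% = cells with DMSO and 100% = no-cell wells with DMSO; some compounds called inactive have numbers as strong as hits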
Target sequence (P47898 whole entry, looked up): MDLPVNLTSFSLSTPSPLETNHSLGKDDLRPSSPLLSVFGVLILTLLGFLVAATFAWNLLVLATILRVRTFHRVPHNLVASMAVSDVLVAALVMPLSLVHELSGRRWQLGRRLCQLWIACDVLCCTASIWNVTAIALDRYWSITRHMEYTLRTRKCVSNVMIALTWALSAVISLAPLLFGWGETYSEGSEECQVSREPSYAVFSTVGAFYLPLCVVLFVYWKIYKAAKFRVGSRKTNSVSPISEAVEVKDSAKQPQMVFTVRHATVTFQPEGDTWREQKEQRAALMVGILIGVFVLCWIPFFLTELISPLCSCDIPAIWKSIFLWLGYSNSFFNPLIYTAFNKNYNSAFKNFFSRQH
dFosB act: activators of mouse delta FosB homodimer; P13346; purified delta FosB, TAMRA-CDK5 oligo fluorescence polarization; percent of positive-control signal above neutral wells; activation, % at 25 µM; 340,000 compounds, 0.99% hits; AID 493131;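 active means mean activation above about 17%, with every replicate also reaching it, limit read from the data, passing the limit was not always enough; inconclusive means only one of the two conditions met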;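 further: fluorescence polarization rise as delta FosB binds a TAMRA Cdk5 AP-1 oligo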
Wnt act: Wnt/beta-catenin pathway activation; Wnt/beta-catenin reporter cell assay, activator, plate reader; activation, % at 9.35 µM; 300,000 compounds, 1.2% hits; in the data active means activation above about 30%, passing the limit was not always enough; inconclusive means no clear call, values can overlap the other calls;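 further: 0% = neutral control wells and 100% = positive control wells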
HTR5A ag ctr: activates human HTR5A in OPRM1-OPRD1 agonist counter-screen. P47898. 340,000 compounds, 0.61% hits. HTR5A agonist assay, luminescence, cell-based. activation, % at 9.3 µM; in the data active means activation mostly above about 9.5%, no sharp cut-off; inactive means mostly below about 7.6%;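 further: 0% = cells with vehicle only and 100% = reference agonist; strong numbers were not always called active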
MITF TRPM1 HTS: activators of MITF-driven TRPM1 promoter activity in SK-MEL-5 cells. SK-MEL-5 TRPM1-promoter luciferase, 24 h; % of positive control, neutral wells = 0. activation, % at 12.5 µM. 300,000 compounds, 0.75% hits;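 active means mean activation of at least 80% with every replicate also reaching 80%; inconclusive means mean reaches 80% but some replicate falls short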;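 further: 0% = neutral control wells and 100% = parthenolide positive control wells; values of inactives mirror those of a sister screen read the other way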
SR-BI HDL uptake: blocks mouse SR-BI lipid uptake from DiI-HDL; AID 488896; Q61009; 320,000 compounds, 0.96% hits; inhibition, % at 12.5 µM; ldlA[mSR-BI] CHO cells, DiI-HDL uptake fluorescence, 3 h;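 active means mean replicate inhibition of at least 70% and a set share of replicates each scoring 70 or more; inconclusive means meets just one of the two criteria; inactive means fails both criteria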;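 further: 0% = median of neutral control wells and 100% = median of positive control wells; values of inactives mirror those of a sister screen read the other way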
PvdQ acylase: blocks Pseudomonas aeruginosa PvdQ acylase activity | AID 488965 | purified PvdQ acylase, fluorescence plate reader | 340,000 compounds, 0.063% hits | inhibition, % at 10 µM; in the data active means inhibition above about 30%, passing the limit was not always enough; inconclusive means no clear call, values can overlap the other calls;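 further: 0% = vehicle neutral wells and 100% = reference inhibitor wells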
V-ATPase pHluor: regulators of yeast V-ATPase proton transport; 350,000 compounds, 0.37% hits; S. cerevisiae, pHLuorin cytosolic pH fluorescence; response, % at 10 µM; in the data active means response mostly above about 7.3%, no sharp cut-off; inactive means mostly below about 5.4%; further: actives read high; inactives centre near 0; some compounds called inactive have numbers as strong as hits; reference of the scale not given here
NSD2 inh: inhibitors of human histone methyltransferase NSD2; inhibition, % at 12.5 µM; 310,000 compounds, 0.54% hits; AID 743445; O96028; NSD2 peptide methylation, AlphaScreen, 120 min; in the data active means inhibition above about 50%
CDK5 inh: inhibitors of human CDK5/p35 kinase. Recombinant CDK5/p35, ADP-Glo luminescence, 60 min. inhibition, % at 10 µM. 330,000 compounds, 0.01% hits;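 active means highest replicate inhibition of at least 50% and at least 75% of replicates reaching 50%; inconclusive means only one of the two criteria met; inactive means both criteria failed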;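 further: plate controls were DMSO neutral control for no effect and GW8510 at 10 µM for full effect; many of its hits are not listed in these tables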
Target sequence (Q00535 whole entry, looked up): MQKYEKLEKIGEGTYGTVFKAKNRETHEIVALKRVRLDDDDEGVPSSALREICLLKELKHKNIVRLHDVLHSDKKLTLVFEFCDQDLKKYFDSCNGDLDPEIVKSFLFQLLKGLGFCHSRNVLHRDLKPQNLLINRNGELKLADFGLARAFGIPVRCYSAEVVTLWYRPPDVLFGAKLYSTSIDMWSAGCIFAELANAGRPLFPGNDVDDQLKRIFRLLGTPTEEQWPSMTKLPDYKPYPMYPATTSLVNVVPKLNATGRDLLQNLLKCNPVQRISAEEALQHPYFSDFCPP
Target sequence (Q15078 whole entry, looked up): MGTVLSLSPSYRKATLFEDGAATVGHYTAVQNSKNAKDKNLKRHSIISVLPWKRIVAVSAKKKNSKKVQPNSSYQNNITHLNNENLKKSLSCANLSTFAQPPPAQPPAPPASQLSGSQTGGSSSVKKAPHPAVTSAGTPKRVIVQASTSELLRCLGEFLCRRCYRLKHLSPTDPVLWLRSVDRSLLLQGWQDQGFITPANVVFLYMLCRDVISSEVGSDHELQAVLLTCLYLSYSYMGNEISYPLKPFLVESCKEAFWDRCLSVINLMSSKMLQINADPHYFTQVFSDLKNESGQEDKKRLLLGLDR
An asterisk follows results filed as active; ? = inconclusive; nt = no result given; & = joins results of further samples.

smiles	HTR5A inv ag	dFosB act	Wnt act	HTR5A ag ctr	MITF TRPM1 HTS	SR-BI HDL uptake	PvdQ acylase	V-ATPase pHluor	NSD2 inh	CDK5 inh
COc1cc(-c2[nH]ncc2CN2CCCC2c2nonc2C)cc(OC)c1OC (centres undefined)	-8	7	-1	3	-12	-14	-5	-1	-4	0.6
Cc1ccc(S(=O)(=O)Nc2nc(C)c(C(=O)NNS(=O)(=O)c3ccccc3)s2)cc1	-6	-1	0	-2	1	6	-6	-2	2	-2.1
O=C(COC(=O)c1nc(Cl)ccc1Cl)NCc1cccs1	-1	-7	-1	0	-7	-27	8	-7	-1	1.1
CCCOc1c(Br)cc(C(=O)OCc2cc(=O)n3ccsc3n2)cc1OC	17	3	-2	0	-27	10	-15	-1	-1	0.1
Cc1ccc(-c2c(C(=O)N3CCOCC3)oc(=O)c3ccccc23)cc1	-18	-6	-1	7	5	-10	-2	3	nt	1.3
OCCN1CCN(C(=S)Nc2cccc(C(F)(F)F)c2)CC1	-1&0	4&3	-2&-2	0&4	11&-2	-21	4&-12	-1&-11	-1	0.0&0.4
Cc1nc2ccc(C(=O)N3CCN(c4ccccc4)CC3)cc2s1	18	3	-2	-2	-4	0	-13	2	2	-2.5
Cc1cc(NC(=S)N(Cc2cccc(Br)c2)CC2CCC(C(=O)O)CC2)ccc1Cl (centres undefined)	-27	-6	0	9	4	-6	6	-4	5	-1.4
O=C1c2ccccc2NC(c2ccc(-c3ccc(F)cc3)o2)N1O (centres undefined)	-32	3	?	-1	71	23	6	-10	nt	0.8
CNS(=O)(=O)c1cccc(C(=O)OCC(=O)N2CCCC2)c1	-15	-7	-2	5	nt	nt	21	-7	-2	0.7

Following part
smiles	HTR5A inv ag	dFosB act	Wnt act	HTR5A ag ctr	MITF TRPM1 HTS	SR-BI HDL uptake	PvdQ acylase	V-ATPase pHluor	NSD2 inh	CDK5 inh
CC(C)(C)n1nc2c(c1NC(=O)c1cc3ccccc3o1)CS(=O)(=O)C2	23	-4	0	-3	-9	13	-6	0	-8	1.1
CCCC(C)C(=O)Nc1ccc(S(=O)(=O)N2CCCC2)cc1 (centres undefined)	-1	-5	-1	-7	-3	-23	-11	0	-2	1.2
Cc1ccccc1OCC(=O)Nc1ccc(S(=O)(=O)Nc2ccccn2)cc1	4	1	nt	4	2	15	8	1	21	-0.6
COc1cccc(OCc2cc(C(=O)NCc3cnc4ccccn34)no2)c1	-25	0	-5	7	-23	10	-17	-1	6	-1.1
O=c1cc(COn2nnc3ccc(C(F)(F)F)cc32)nc2sccn12	2	-4	-3	3	-5	-2	-10	-1	-1	-0.4
Cc1ccccc1CSCc1nc(N)nc(Nc2ccccc2C)n1	7	-16	6	-3	47	1	-4	-4	2	-1.6
CN(C)CCNc1ncnc2sc(-c3ccccc3)cc12	-12	6	3	3	nt	-9	-6	2	1	-0.8
COCCN(CCOC)S(=O)(=O)c1ccc(C(=O)Nc2c(C)n(C)n(-c3ccccc3)c2=O)cc1	7	1	1	-2	-2	-6	1	-2	5	0.4
Cc1cccc(N(CC(=O)N2CCCCCC2)S(C)(=O)=O)c1C	-14	-3	-4	0	6	3	5	11	1	-0.7
O=C(NC(N1CCOCC1)C(Cl)(Cl)Cl)c1ccc(F)cc1 (centres undefined)	-22	8	-1	8	5	-10	-15	1	-1	-2.4

Continuation:
smiles	HTR5A inv ag	dFosB act	Wnt act	HTR5A ag ctr	MITF TRPM1 HTS	SR-BI HDL uptake	PvdQ acylase	V-ATPase pHluor	NSD2 inh	CDK5 inh
N#Cc1ccccc1NC(=O)COc1ccc2c(c1)OCO2	6	-3	18	-2	120*	nt	-6	2	3	0.2
CC(=O)N1c2ccc(S(=O)(=O)NCCC(=O)Nc3ccc(C)c(Cl)c3)cc2CC1C (centres undefined)	-9	-10	-1	-3	5	3	-12	4	-1	nt
COC(C(=O)Nc1ccccc1C(=O)N1CCOCC1)c1ccccc1 (centres undefined)	3	-4	-1	7	5	14	-7	0	6	-1.9
Cc1ccc(CNC(=O)C2CC3Cn4c(nc5ccccc54)C3N2C)o1 (centres undefined)	17	1	3	3	6	-36	-18	-4	nt	-0.7
CN(Cc1ccccc1)C(=O)Cn1c(=O)oc2cc(S(=O)(=O)N3CCCC3)ccc21	-13	-4	-2	5	-5	6	-10	3	nt	-2.2
CC(C)CN(CC(C)C)C(=O)CN1C(=O)NC2(CCc3ccccc3C2)C1=O (centres undefined)	3	-6	-2	-1	-15	26	7	-2	0	1.1
COc1cccc(C(=O)NC(=S)Nc2ccccc2N2CCOCC2)c1	1	-4	nt	-1	7	55	-12	6	0	-2.1
CC(C)Cc1ccc(CN2CCCC(NC(=O)c3cnc4ccccn4c3=O)C2)cc1 (centres undefined)	-33	-13	-3	-2	-28	5	-10	-1	-1	-0.7
N#Cc1c(N)nc2c(c1-c1ccccc1)CCC2	3	-22	-1	-1	2	11	-10	-1	nt	-3.0
COC(=O)c1c(-c2ccccc2)csc1NC(=O)CSc1ncnc2sc(C)c(C)c12	4	7	nt	0	-15	2	0	-2	nt	0.4

Next section
smiles	HTR5A inv ag	dFosB act	Wnt act	HTR5A ag ctr	MITF TRPM1 HTS	SR-BI HDL uptake	PvdQ acylase	V-ATPase pHluor	NSD2 inh	CDK5 inh
Cc1ccc2nsnc2c1N(S(C)(=O)=O)S(C)(=O)=O	-6	-7	nt	1	2	-1	14	-1	3	0.6
COc1ccc(-c2nc(N)nc(C)c2Oc2ccccc2Br)c(O)c1	-27	2	-2	11	nt	-5	-9	0	1	0.1
O=C1/C(=C/Nc2ccc3c(c2)OCO3)CCc2ccccc21	-16	-13	nt	8	-14	41	3	-1	4	3.4
ClCCN1C2=NCCCN2c2ccccc21	-14	1	-2	6	13	-20	-9	-2	-1	-1.9
Cc1cc(NC(=O)CSCC(=O)N(c2cccc(Cl)c2)C(C(=O)NC2CCCCC2)c2ccc(O)c(O)c2)no1 (centres undefined)	-20	-10	nt	1	-4	3	-6	-2	9	-0.9
Cc1c(-c2nc(-c3ccc(C(F)(F)F)cc3)no2)n(C)oc1=O	nt	1	3	nt	nt	-10	6	-3	-1	-0.2
CCOc1cc(/C=N/NC(=O)CNc2cccc(C)c2)ccc1OC(=O)c1ccccc1	6	-13	nt	-6	2	61	-5	6	-1	-0.1
CCOC(=O)C1(Cc2ccc(OC)cc2)CCN(C(=O)C2CC(=O)N(C3CC3)C2)CC1 (centres undefined)	-14	-12	7	4	12	-10	-5	4	-3	-1.7
COc1ccc(-c2sc(Nc3cccc4ccccc34)n[n+]2C)c(C)c1C	-28	-5	3	0	-2	-10	-8	-3	nt	1.3
O=C(O)c1ccccc1-c1ccc(/C=C2\SC(=O)N(c3ccccc3)C2=O)o1	-1	-5	13	0	nt	-16	-7	4	14	-0.4

(continued)
smiles	HTR5A inv ag	dFosB act	Wnt act	HTR5A ag ctr	MITF TRPM1 HTS	SR-BI HDL uptake	PvdQ acylase	V-ATPase pHluor	NSD2 inh	CDK5 inh
c1ccc2c(Cn3ccnc3)c[nH]c2c1	11	-1	-3	-2	nt	-8	-6	0	1	0.3
CCOC(=O)c1nc(C)n(-c2ccc(Cl)cc2Cl)n1	3	-1	nt	4	4	nt	-11	1	7	-1.1
COC(=O)c1ccc([C@H]2CC(=O)O2)cc1	17	-7	-1	6	12	-8	11	2	nt	0.6
Cc1nn2cc(-c3ccc(Cl)cc3)nc2s1	6	-10	71*	1	nt	9	-9	-3	-2	0.1
O=C(CNC(=O)c1cc(Cl)nc2ccccc12)Nc1ccccc1Br	4	-2	-1	-1	-4	6	-9	-3	-7	0.1
CN(C)c1ccc(-c2nnn(CC(=O)Nc3ccc4c(c3)OCCO4)n2)cc1	-42	-1	-1	1	5	-7	-13	1	1	1.2
O=c1c2ccccc2cnn1Cc1n[nH]c(=S)n1-c1cc(Cl)cc(Cl)c1	12	-4	0	-4	-2	nt	11	-6	6	-0.4
Cc1ccc2nc(SCC(=O)Nc3cccc([N+](=O)[O-])c3)[nH]c2c1	13	-7	-3	-5	11	37	-22	1	-1	-1.3
CON1C(=O)C(=O)N(OC)C2CCCCC21 (centres undefined)	-14	0	-13	9	-7	6	4	9	-4	0.1
O=C(NCc1ccccc1Cl)C1CCN(S(=O)(=O)c2ccc(N3CCCC3=O)cc2)CC1	3	-6	-3	0	-8	114*	0	3	0	1.5

(next part)
smiles	HTR5A inv ag	dFosB act	Wnt act	HTR5A ag ctr	MITF TRPM1 HTS	SR-BI HDL uptake	PvdQ acylase	V-ATPase pHluor	NSD2 inh	CDK5 inh
N#Cc1ccccc1NC(=O)CSC1=Nc2ccccc2C2CC=NN12 (centres undefined)	-24	-18	47*	9	-18	49	-11	0	-8	-2.8
CCCCOc1ccc(-c2ncc(N)cn2)cc1	-26	1	25	4	nt	-313	-19	2	60*	-2.9
NS(=O)(=O)c1ccc(CNC(=O)c2cc(-c3cccs3)nc3ccccc23)cc1	1	0	2	0	-3	32	-7	-3	0	0.6
O=C(COc1ncnc2ccccc12)Nc1ccc(Cl)c([N+](=O)[O-])c1	16	-9	-3	0	0	-1	-4	-1	nt	0.4
CC(C)(C)c1ccccc1NC(=O)NC1CCN(Cc2c(F)cccc2Cl)CC1	nt	-11	-1	nt	nt	4	-13	4	3	0.9
CCOC(=O)CSc1n[nH]c(NC(=O)c2cccc(C(F)(F)F)c2)n1	5	-8	nt	-1	6	-41	-9	-1	-5	-6.3

Of the compounds above, three contain an aryl thioether with sulfur outside any ring:
smiles	HTR5A inv ag	dFosB act	Wnt act	HTR5A ag ctr	MITF TRPM1 HTS	SR-BI HDL uptake	PvdQ acylase	V-ATPase pHluor	NSD2 inh	CDK5 inh
COC(=O)c1c(-c2ccccc2)csc1NC(=O)CSc1ncnc2sc(C)c(C)c12	4	7	nt	0	-15	2	0	-2	nt	0.4
Cc1ccc2nc(SCC(=O)Nc3cccc([N+](=O)[O-])c3)[nH]c2c1	13	-7	-3	-5	11	37	-22	1	-1	-1.3
CCOC(=O)CSc1n[nH]c(NC(=O)c2cccc(C(F)(F)F)c2)n1	5	-8	nt	-1	6	-41	-9	-1	-5	-6.3

Screening results: PubChem, several laboratories

The order is random; any-hit rate near 5%.
